# Integrin act MD: qHTS for Activators of Integrin-Mediated Alleviation for Muscular Dystrophy; alpha7betagal myoblasts, beta-gal FDG fluorescence, 48 h; Potency, µM (titrated, usually from 38.3 µM), inactives show top-dose activation, hits mostly activators; 0.064% of 350,000 active; active = well fitted activation curve with a large enough effect;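 note: 100% = response of the positive control SU9516; nearly all actives have a fitted effect of over 60% in size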
#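 alpha7betagal+/- myoblasts (passage 13, 250/well) treated 48 h at 37C with compounds at 1:260 dilution of DMSO stock. Lysed, then beta-galactosidase activity read as FDG fluorescence (ex 480/em 540) after 30 min, with pre-read for autofluorescence.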
# * hit, by the source's call; [ ] = another dose, or the depositor's remark. Potency is the fitted concentration of half-maximal effect. Only part of the results is shown; rates above refer to the full screens.
Integrin act MD | compound
6.3% | C[C@@H]1CN([C@@H](C)CO)C(=O)CCCn2nncc2CO[C@H]1CN(C)C(=O)c1ccccc1
-18.1% | CC(=O)c1ccc(OCC(=O)NC(=O)NC2CCCC2)cc1
-2.6% | C[C@H](CO)N1C[C@H](C)[C@@H](CN(C)C(=O)CN2CCOCC2)Oc2cc(Br)ccc2S1(=O)=O
-3.5% | NC(=O)C1CCN(C(=O)c2ccc3ncsc3c2)CC1
10.1% | COc1ccc(-c2ccc(CN3C(C(C)C)C(=O)N(Cc4cn(CCC5OCCCO5)nn4)CCS3(=O)=O)cc2)cn1 (centres undefined)
-21.3% | COc1ccccc1C(=O)N/C(=C\c1cn(S(=O)(=O)N(C)C)c2ccccc12)C(=O)N1CCN(C)CC1
0.6% | Cc1ccc(Cc2c(-c3ccc(Br)cc3)nc3cc(C)ccn23)cc1
10.6% | N#CN=CN1CC=C(c2ccc(Cl)cc2)CC1
-20.8% | Cc1ccc(-c2nc3c4ccccc4ccn3c2Cc2ccccc2)cc1
-5.6% | CN(C)S(=O)(=O)c1cccc(NC(=O)c2ccccc2SCC(=O)N2CCCC2)c1
-14.3% | CCOC(=O)CCCCCC(=O)Nc1ccc2c(c1)C(=O)N([C@@H](C)CO)C[C@@H](C)[C@H](CN(C)C(=O)Nc1ccccc1)OCCCC[C@H](C)O2
-36.2% | O=C(NCCN1CCN(Cc2ccccc2)CC1)c1ccc(CS(=O)(=O)c2c(Cl)cccc2Cl)o1
-15.9% | CCc1noc(C)c1C(=O)N1CCN(c2cccc(Cl)c2)CC1
-22.2% | CCCCCCNC(=O)O[C@H]1CN(C(=O)OC(C)C)N(C(=O)OC(C)C)[C@@H]2CN(S(=O)(=O)c3ccc(C)cc3)C[C@]12O
-3.8% | O=C(OCc1cn([C@H]2C[C@H](c3ccc(Cl)cc3)N(C(=O)c3cccs3)C[C@@H]2O)nn1)c1ccccc1
-16.8% | COc1ccc(S(=O)(=O)N2CCN(Cc3ccccc3OC)CC2)cc1
-46.5%[inhibitor] | CC(C)NC(=O)Nc1ccc2c(c1)C(=O)N([C@H](C)CO)C[C@H](C)[C@@H](CN(C)Cc1ccc(C(F)(F)F)cc1)OCCCC[C@H](C)O2
-21.6% | N#Cc1ccc2c(=O)n(-c3ccccc3)sc2c1
-16.7% | Cc1ccc(NC(=S)/C(C#N)=C2/Nc3ccccc3S2)cc1
4.1% | CC(C)COC(=O)N(C)C[C@@H]1OCc2cnnn2CCCC(=O)N([C@@H](C)CO)C[C@H]1C
19.6% | CCCCN1CC(C)(C)[C@H](CC(=O)NC)C1=O
29.5% | C#CCn1cc2c(c1-c1ccccc1)c(=O)n(C)c(=O)n2C
2.3% | CCOCCCNC(=O)Cn1nc(-c2ccc(OC)c(OC)c2)ccc1=O
1.3% | CCOC(=O)CNC(=O)CSc1nc(C(C)C)nc2c1cnn2-c1ccccc1
-25.0% | C[C@H](CO)N1C[C@H](C)[C@H](CN(C)C(=O)c2ccccn2)Oc2cc(C#Cc3ccc(F)cc3)ccc2S1(=O)=O
-22.6% | C[C@H](CO)N1C[C@H](C)[C@H](CN(C)C(=O)Nc2ccc(F)cc2)OCc2ccccc2-c2c(n(C)c3ccccc23)C1=O
6.7% | CCN(CC)C(=O)c1nc(-c2cccc3ccccc23)no1
-7.4% | CCCC1NC(=O)c2cccnc2-n2c1nc1ccccc1c2=O (centres undefined)
4.0% | O=S(=O)(c1ccccc1)C(Br)S(=O)(=O)c1ccccc1
-21.6% | CCC/C=C/c1ccc(CN2C(C(C)C)C(=O)N(Cc3cn(Cc4ccco4)nn3)CCS2(=O)=O)cc1 (centres undefined)

# Structures shown so far that contain a Cl atom:
Integrin act MD | compound
10.6% | N#CN=CN1CC=C(c2ccc(Cl)cc2)CC1
-36.2% | O=C(NCCN1CCN(Cc2ccccc2)CC1)c1ccc(CS(=O)(=O)c2c(Cl)cccc2Cl)o1
-15.9% | CCc1noc(C)c1C(=O)N1CCN(c2cccc(Cl)c2)CC1
-3.8% | O=C(OCc1cn([C@H]2C[C@H](c3ccc(Cl)cc3)N(C(=O)c3cccs3)C[C@@H]2O)nn1)c1ccccc1

# More structures follow.
Integrin act MD | compound
4.1% | O=C(COC(=O)CCNS(=O)(=O)c1ccc(Cl)cc1)NCc1ccccc1
1.5% | O=C(OCc1cn([C@H]2CN(Cc3cccs3)[C@@H](c3ccccc3)C[C@@H]2O)nn1)c1ccccc1
-5.3% | O=C(Nc1ccn(CCCNCc2cccc3ccccc23)c(=O)n1)OCc1ccccc1
-12.1% | O=C(CSc1ccc(Cl)cc1)NC1CC1
-9.0% | Nc1cc(C(=O)N2CCN(c3cccc(Cl)c3)CC2)ccc1N1CC2CC(C1)c1cccc(=O)n1C2 (centres undefined)
7.8% | CC1C(=O)N(Cc2cn(CCC3OCCCO3)nn2)CCS(=O)(=O)N1Cc1ccc(-c2ccccc2)cc1 (centres undefined)
6.9% | Cc1ccc(F)cc1NC(=O)C1CC(=O)N(Cc2ccccc2)C1 (centres undefined)
5.4% | O=C(CC(=O)c1ccccc1)Nc1cccc([N+](=O)[O-])c1
14.3% | CCc1cc(C(=O)N(CC)CC(=O)Nc2c(F)cccc2F)sc1C
-15.6% | O=C1/C(=C/c2ccc3c(c2)OCO3)SC(=S)N1CCC(=O)N(CCO)c1ccccc1
11.4% | C[C@H](CO)N1C[C@H](C)[C@H](CN(C)C(=O)C2CC2)OCc2cnnn2CCCC1=O
4.0% | COc1cccc(NC(=O)CN2CCC(NC(=O)c3ccccc3C)CC2)c1
-61.2%[inhibitor] | C[C@H](O)[C@@H]1CN2CCc3c([nH]c4ccc(-c5ccc6c(c5)OCO6)cc34)[C@@H]2C[C@@H]1N(C)C(=O)Nc1cc(Cl)cc(Cl)c1
-30.2% | N#Cc1ccc(CN2CCN(C(=O)C3CC(=O)N(c4ccc5c(c4)OCCO5)C3)CC2)cc1 (centres undefined)
23.0% | CCCCN(C(=O)c1cc(Cl)nc2ccccc12)c1c(N)n(CCC)c(=O)[nH]c1=O
-22.1% | COc1ccc(/C=C/C(=O)Nc2ccc(C(C)=O)cc2)cc1S(=O)(=O)N1CCOCC1
-16.1% | COc1cc(C(=O)OCCCN2CCOCC2)cc(OC)c1OC
-15.4% | COc1ccc(S(=O)(=O)N(C)C[C@H]2OCCCC[C@@H](C)Oc3ccc(NC(=O)CCC(F)(F)F)cc3C(=O)N([C@H](C)CO)C[C@@H]2C)cc1
26.5% | Cc1noc(C)c1S(=O)(=O)N(C)C[C@@H]1OCc2cnnn2CCCC(=O)N([C@@H](C)CO)C[C@H]1C
-6.2% | Cc1ccc(C(=O)NCC(=O)OCc2nnc(-c3ccc([N+](=O)[O-])cc3)o2)cc1
10.9% | CC1=C(C(=O)N2CCOCC2)CC(CC(=O)NCc2ccco2)C(=O)N1Cc1ccccc1 (centres undefined)
0.0% | CCCN(CC(=O)Nc1ccccc1C)C(=O)c1cc2ccccc2oc1=O
5.1% | CC(Sc1nnc(-c2ccncc2)n1C)C(=O)NCC(=O)Nc1ccc(F)c(F)c1F (centres undefined)
-17.7% | C[C@H]1CN([C@@H](C)CO)C(=O)c2cc(/C=C/c3ccccc3)cnc2O[C@H]1CN(C)C(=O)c1cccc(F)c1
-7.7% | C[C@H](CO)N1C[C@H](C)[C@@H](CN(C)Cc2cccnc2)Oc2cc(-c3cccnc3)ccc2S1(=O)=O
24.0% | C[C@H](CO)N1C[C@H](C)[C@@H](CN(C)S(=O)(=O)c2ccc(F)cc2)OCc2cnnn2CCCC1=O
-16.6% | C[C@@H]1CN([C@H](C)CO)C(=O)CCCn2nncc2CO[C@H]1CN(C)Cc1ccc(Cl)c(Cl)c1
12.7% | Cc1ccc(OCC(=O)OCC(=O)NC2CCCCCC2)cc1C
-4.1% | Cc1nnc(NC(=O)CCN2C(=O)C3CC=CCC3C2=O)s1 (centres undefined)
-22.0% | O=[N+]([O-])c1cccc(CON=Cc2ccccc2O)c1

# In a second layout: 3 of the compounds above.
SMILES	Integrin act MD
O=C(OCc1cn([C@H]2CN(Cc3cccs3)[C@@H](c3ccccc3)C[C@@H]2O)nn1)c1ccccc1	1.5%
CCCN(CC(=O)Nc1ccccc1C)C(=O)c1cc2ccccc2oc1=O	0.0%
CC1C(=O)N(Cc2cn(CCC3OCCCO3)nn2)CCS(=O)(=O)N1Cc1ccc(-c2ccccc2)cc1 (centres undefined)	7.8%

# Copied from the list:
# Value of `C[C@H]1CN([C@@H](C)CO)C(=O)c2cc(/C=C/c3ccccc3)cnc2O[C@H]1CN(C)C(=O)c1cccc(F)c1` in Integrin act MD: -17.7%
# Value of `N#Cc1ccc2c(=O)n(-c3ccccc3)sc2c1` in Integrin act MD: -21.6%
# Value of `CC1=C(C(=O)N2CCOCC2)CC(CC(=O)NCc2ccco2)C(=O)N1Cc1ccccc1` (centres undefined) in Integrin act MD: 10.9%
# Value of `COc1ccc(S(=O)(=O)N(C)C[C@H]2OCCCC[C@@H](C)Oc3ccc(NC(=O)CCC(F)(F)F)cc3C(=O)N([C@H](C)CO)C[C@@H]2C)cc1` in Integrin act MD: -15.4%
# Value of `Cc1nnc(NC(=O)CCN2C(=O)C3CC=CCC3C2=O)s1` (centres undefined) in Integrin act MD: -4.1%
# Value of `N#Cc1ccc(CN2CCN(C(=O)C3CC(=O)N(c4ccc5c(c4)OCCO5)C3)CC2)cc1` (centres undefined) in Integrin act MD: -30.2%
# Value of `C[C@H](CO)N1C[C@H](C)[C@H](CN(C)C(=O)Nc2ccc(F)cc2)OCc2ccccc2-c2c(n(C)c3ccccc23)C1=O` in Integrin act MD: -22.6%

# (listing goes on)
Integrin act MD | compound
-19.5% | COc1ccc2nc3n(c(=O)c2c1)-c1ncccc1C(=O)NC3Cc1ccccc1 (centres undefined)
7.4% | CCOC(=O)c1c(C)[nH]c(/C(C)=N/NC(=O)c2cccnc2)c1C
13.2% | O=C(OCc1cn([C@H]2CN(CC3CCCCC3)[C@@H](c3ccccc3)C[C@@H]2O)nn1)c1ccccc1
-6.6% | C[C@@H]1CN([C@H](C)CO)C(=O)CCCn2nncc2CO[C@@H]1CN(C)C(=O)c1ccccc1
-9.9% | O=C(NC1CCN(Cc2ccccc2)CC1)c1ccc(CS(=O)c2ccccc2Cl)o1 (centres undefined)
-0.6% | O=S(=O)(Nc1ccccc1Br)c1cccc2cccnc12
9.0% | CC(=O)Nc1ccc(S(=O)(=O)NCCC(=O)NCc2ccco2)cc1
0.0% | Cc1cc(C)c(S(=O)(=O)N2CCN(C(=O)CC(C)n3nc(C)nc3C)CC2)c(C)c1 (centres undefined)
3.6% | Cc1noc(C)c1C(=O)OCC(=O)NC(=O)c1ccc(C(C)(C)C)cc1
6.1% | COc1ccccc1CNS(=O)(=O)c1c(C)cc(C)cc1C
7.6% | Cc1nc2cc3c(=O)n(C)cnc3cc2n1Cc1ccccc1
-3.4% | Cc1noc(C)c1S(=O)(=O)N(C)C[C@@H]1OCc2cn(nn2)CCCC(=O)N([C@@H](C)CO)C[C@H]1C
-13.5% | Cc1ccc(C(=O)NC(=S)c2c(C)cc3ccccn23)cc1
-12.2% | COc1ccc(C(CC(=O)c2ccc3c(c2)OCO3)C(=O)O)cc1OC (centres undefined)
2.6% | CN(CCO)C(=O)c1nc[nH]c1C(=O)N1CCN(C(=O)OC(C)(C)C)CC1
15.2% | C[C@H](CO)N1C[C@H](C)[C@@H](CN(C)S(=O)(=O)c2ccccc2C#N)OCc2cn(nn2)CCCC1=O
-65.5%[inhibitor] | COc1cc2c(cc1OC)C(=O)C(Br)CC2 (centres undefined)
5.9% | O=C(COC(=O)c1cccc(S(=O)(=O)N2CCCC2)c1)Nc1cccc(Br)c1
16.5% | c1ccc(CN2CCC3CC2c2ccc(N4CCOCC4)cc23)cc1 (centres undefined)
-15.2% | CCc1nc(N2CCN(C(=O)CCCl)CC2)c2c3c(sc2n1)CCCC3
17.3% | O=[N+]([O-])c1ccccc1NS(=O)(=O)c1ccccc1
-64.6%[inhibitor] | CC(=O)N1CCc2c(sc(NC(=O)c3ccc([N+](=O)[O-])o3)c2C(N)=O)C1
6.7% | COc1cc(/C=C/C(=O)OCC(=O)N2CCc3ccccc32)cc(OC)c1OC
-6.1% | C[C@@H]1CN([C@@H](C)CO)C(=O)CCCn2nncc2CO[C@@H]1CN(C)C(=O)Nc1ccc(-c2cccs2)cc1
11.3% | COc1ccc(CN2CCC[C@]3(N[C@H](c4ccccc4)[C@@H]4C(=O)N(Cc5ccccc5)C(=O)[C@@H]43)C2=O)cc1
1.5% | COC(=O)c1ccc(CNC(=O)c2cc(S(=O)(=O)NCc3ccccc3)ccc2C)cc1
4.6% | O=C(c1ccc(N2C(=O)CCC2=O)cc1)N1CCCSC1=Nc1ccccc1
11.1% | COCC(C)NC(=O)C1CC(=O)N(CCc2ccc(F)cc2)C1 (centres undefined)
-40.8% | O=C(OCC(=O)N1CCCCCC1)c1cc(S(=O)(=O)N2CCOCC2)ccc1F
-11.3% | COc1cccc(C2=CC(=O)CC(C)(C)C2=O)c1

# (more compounds)
Integrin act MD | compound
22.1% | Cc1ccc(C)c(NC(=S)N2CCC(C(=O)c3ccc(F)cc3)CC2)c1
0.5% | CCOc1ccccc1NCN1C(=O)c2ccccc2C1=O
-24.0% | CCN(C(=O)CN1C(=O)NC2(CCCC2)C1=O)c1nc2c(C)cccc2s1
10.5% | CC(=NO)C1(C)CC=CCC1CO (centres undefined)
10.6% | O=C(COC(=O)c1cc(S(=O)(=O)N2CCOCC2)ccc1Cl)Nc1ccc(Cl)cn1
-16.1% | CCc1ccc(/C=C2\SC(=S)N(CCCC(=O)NCCCN3CCOCC3)C2=O)cc1
7.0% | CCCCNC(=O)CNC(=O)c1nn(-c2ccc(OC)c(OC)c2)c(=O)c2ccccc12
-6.1% | CC1CCCC(NC(=O)CSc2nnc(-c3cccnc3)o2)C1C (centres undefined)
13.6% | Cc1c(Cl)ccc(S(=O)(=O)N2CCN(C)CC2)c1Cl
-1.9% | C[C@H]1CN(C2CCCCC2)C(=O)[C@@H]1CC(=O)Nc1ccc(Br)cc1
15.1% | CCN(CC)CCn1c(=S)[nH]c2cc(C(=O)NCc3ccccc3)ccc2c1=O
-8.9% | O=C(c1ccc(CS(=O)Cc2ccccc2Cl)o1)N1CCN(c2ccccc2)CC1 (centres undefined)
